PPARg SRC-2 ag – PPARgamma-driven SRC-2 recruitment agonism | activation, % at 8 µM | PPARgamma LBD-SRC-2 recruitment, biochemical | 200,000 compounds, 0.34% hits | P37231; in the data active = activation above about 22%;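 also: 0% = vehicle and 100% = reference agonist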
Target sequence (P37231 whole entry, looked up, the tested form may be a part): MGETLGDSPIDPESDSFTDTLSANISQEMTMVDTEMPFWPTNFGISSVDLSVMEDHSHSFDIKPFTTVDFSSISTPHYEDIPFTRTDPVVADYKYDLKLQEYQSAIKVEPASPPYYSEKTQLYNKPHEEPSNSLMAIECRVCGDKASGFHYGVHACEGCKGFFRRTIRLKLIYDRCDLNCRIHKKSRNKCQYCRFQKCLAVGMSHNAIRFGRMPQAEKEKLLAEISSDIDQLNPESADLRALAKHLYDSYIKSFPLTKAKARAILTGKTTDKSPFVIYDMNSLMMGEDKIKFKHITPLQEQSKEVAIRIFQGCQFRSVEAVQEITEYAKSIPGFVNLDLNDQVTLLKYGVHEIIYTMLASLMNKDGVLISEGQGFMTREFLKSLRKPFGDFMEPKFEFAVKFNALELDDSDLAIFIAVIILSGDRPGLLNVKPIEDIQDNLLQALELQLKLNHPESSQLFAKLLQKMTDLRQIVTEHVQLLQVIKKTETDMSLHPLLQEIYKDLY
bIAP activator – intestinal alkaline phosphatase (bovine) activation; purified bovine IAP, CDP-star luminescence, 30 min; active compounds read high; fold of DMSO-control signal, blank-subtracted; activation factor at 20 µM; 200,000 compounds, 0.17% hits; AID 1016;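 active = activation factor of 2 or more at 20 µM, a signal rise over negative controls twice the positive control's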
PPARg SRC-3 ag – promotes SRC-3 coactivator recruitment by human PPARgamma; P37231; biochemical PPARgamma/SRC-3 coactivator recruitment assay; activation, % at 8 µM; 200,000 compounds, 0.26% hits; AID 731; in the data active = activation above about 23%;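 also: 0% = DMSO and 100% = reference agonist; some compounds past the cut are filed as inactive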
SRC2 TRFRET art – counter-screen for PPARgamma SRC-2 recruitment agonists: TR-FRET artefact; active compounds read high; TR-FRET ratio at 8 µM; 200,000 compounds, 0.4% hits; AID 1049; in the data active = TR-FRET ratio above about 2000; also: inactives centre near 1500
TNAP inh hiacc – TNAP (human) inhibition, high acceptor; P05186; purified TNAP, CDP-star luminescence, 1 M DEA; AID 1135; inhibition, % at 20 µM; 200,000 compounds, 0.03% hits;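 active = over 50% inhibition of tissue-nonspecific alkaline phosphatase at 20 µM in the single-dose screen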;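 also: plate controls were DMSO wells for no effect and EDTA-quenched wells as full inhibition for full effect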
Target sequence (P05186 whole entry, looked up): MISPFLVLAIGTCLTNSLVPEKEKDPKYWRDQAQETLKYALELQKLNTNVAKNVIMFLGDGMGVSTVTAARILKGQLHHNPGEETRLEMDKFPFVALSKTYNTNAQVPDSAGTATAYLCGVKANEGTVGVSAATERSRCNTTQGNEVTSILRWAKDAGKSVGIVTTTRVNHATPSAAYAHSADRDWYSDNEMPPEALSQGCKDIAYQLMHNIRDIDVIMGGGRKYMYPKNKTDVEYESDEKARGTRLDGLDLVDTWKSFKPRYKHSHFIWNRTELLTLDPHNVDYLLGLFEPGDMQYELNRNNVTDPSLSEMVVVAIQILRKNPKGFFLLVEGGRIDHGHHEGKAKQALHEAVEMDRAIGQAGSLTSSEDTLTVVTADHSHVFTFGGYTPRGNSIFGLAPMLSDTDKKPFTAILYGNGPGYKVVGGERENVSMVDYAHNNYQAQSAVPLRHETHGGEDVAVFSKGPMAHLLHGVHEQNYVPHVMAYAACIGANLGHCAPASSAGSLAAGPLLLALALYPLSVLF
TNAP inh no acc – blocks human TNAP activity with no phosphate acceptor present. AID 1012. purified TNAP, CDP-star luminescence, 30 min. inhibition, % at 20 µM. P05186. 200,000 compounds, 0.26% hits;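 active = tissue-nonspecific alkaline phosphatase inhibition above about 50% at 20 µM in the single-dose screen, limit read from the data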;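 also: 0% = DMSO negative control and 100% = EDTA positive control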
PPARg SRC1 recr – agonists of human PPARgamma SRC-1 coactivator recruitment | P37231 | PPARgamma-SRC-1 coactivator recruitment biochemical assay | activation, % at 8 µM | 200,000 compounds, 0.41% hits | AID 631; in the data active = activation above about 19%;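 also: 0% = DMSO and 100% = reference agonist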
TNAP act hi DEA – TNAP (human) activation, high acceptor; P05186; purified TNAP, CDP-star luminescence, 1 M DEA, 30 min; active compounds read high; 0 = EDTA background, 1 = DMSO-only activity; activation factor at 20 µM; 200,000 tested, under 10 active;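 active = activation factor at least 2 at 20 µM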
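Measured by: Luminescent substrate turnover signal | Test system: Human TNAP | Input: TNAP 1/800 final | Dosing: 20 µM single point | Schedule: 30 min, room temperature | Controls: EDTA wells as negative control, DMSO wells as positive control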
HMGR II inh – inhibitors of class II HMG-CoA reductase from Enterococcus faecalis | purified E. faecalis HMGR, NADPH absorbance 340 nm kinetic | inhibition, % at 10 µM | 190,000 compounds, 0.41% hits | AID 1066;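 active = inhibition above a set limit, the median over all tested compounds plus 3 SD, cut at about 9.5% in these data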;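 also: enzyme runs in reverse so mevalonate oxidation gives rising NADPH absorbance; 0% = complete reaction with DMSO and 100% = background rate lacking mevalonate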
bIAP inhibitor – blocks bovine intestinal alkaline phosphatase activity | purified bovine IAP, CDP-star luminescence, 30 min | inhibition, % at 20 µM | 190,000 tested, under 10 active;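 active = over 50% inhibition of intestinal alkaline phosphatase at 20 µM in the single-dose screen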
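Incubation: 30 min reaction at room temperature / Material: purified bovine intestinal alkaline phosphatase (IAP) enzyme / Input: enzyme at 1/65,000,000 dilution / Dosing: 20 µM single dose / Signal: CDP-star luminescence signal / Reagent: CDP-star chemiluminescent phosphatase substrate, 30 µM final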
* hit, by the source's call; x = no result given.

SMILES | PPARg SRC-2 ag | bIAP activator | PPARg SRC-3 ag | SRC2 TRFRET art | TNAP inh hiacc | TNAP inh no acc | PPARg SRC1 recr | TNAP act hi DEA | HMGR II inh | bIAP inhibitor
CCOCCCNS(=O)(=O)c1ccc(NC(=O)CN2C(=O)c3ccccc3C2=O)cc1 | 5.3 | 1 | 3.9 | 1640 | -2.2 | -7.0 | -1.1 | 1 | 0.0 | -2.9
Cc1cc([N+](=O)[O-])nn1CCCC(=O)O | 6.2 | 1 | 1.4 | 1532 | -3.7 | -13.7 | 2.7 | 1 | 0.4 | -2.6
CCOC(=O)CSc1c(-c2cccs2)[nH]c2ccccc12 | 24.7* | 1 | 13.9 | 1827 | 1.0 | -6.2 | 13.3 | 1 | 0.0 | -1.1
COc1ccc(-c2cc(=O)oc3c(C)c(OC(=O)c4cccs4)ccc23)cc1 | 9.7 | 0.9 | -0.9 | 1685 | -2.6 | -10.0 | 1.1 | 1 | 5.0 | 6.3
CC(C)CC(=O)NC(=S)N1CCCCCC1 | 6.3 | 1 | 12.8 | 1669 | -4.4 | -5.0 | 1.6 | 1 | -1.2 | 4.7
O=C(Nc1ccccc1[N+](=O)[O-])c1cccnc1Cl | 4.0 | 0.9 | 4.8 | 1556 | 1.1 | -3.0 | 0.1 | 1 | -0.9 | 10.1
Cc1ccc(S(=O)(=O)N(C)C)cc1NC(=O)[C@H](Cc1ccccc1)N1C(=O)c2ccccc2C1=O | -0.2 | 1.1 | 0.8 | 1273 | -3.7 | -5.8 | -2.4 | 1 | -3.8 | -14.4
COC(=O)c1cccc(Nc2nc3ccccc3nc2C)c1 | 4.1 | 1 | 0.2 | 1639 | 1.1 | -5.0 | 1.8 | 1 | 0.1 | 2.9
Cn1nnnc1SCC(=O)Nc1nc2c(s1)CCCC2 | 3.0 | 0.9 | 2.7 | 1296 | -0.9 | -15.9 | -1.4 | 1 | 4.1 | 12.1
CCOc1ccc(N=c2oc3cc(O)ccc3cc2C(=O)NCC2CCCO2)cc1 (stereo not drawn) | 5.4 | 1 | 11.7 | 1487 | 8.8 | 0.5 | 5.4 | 0.9 | -0.8 | 0.0
Cc1cccc(NC(=S)N2CCC(C(N)=O)(N3CCCCC3)CC2)c1C | -6.4 | 1 | -1.9 | 1531 | -6.4 | -13.8 | 4.1 | 1.1 | 0.4 | 1.0
Cc1cccc(NC(=O)CCNC(=O)c2ccco2)c1C | -3.4 | 1.1 | 4.4 | 1893 | 0.3 | -6.8 | 4.9 | 1 | -0.4 | -5.8
O=C(c1ccc(NC(=S)Nc2ccc(Cl)c(Cl)c2)cc1)N1CCCC1 | -2.0 | 0.9 | 4.2 | 1494 | -1.7 | 0.6 | -4.1 | 1 | -2.3 | 12.7
COC(=O)c1ccc(Oc2ccc3nnc(C)n3n2)cc1 | 8.9 | 1 | 3.7 | 1659 | -1.9 | -10.0 | 7.2 | 1 | -4.7 | -1.7
COc1ccc(C(=O)N2CCC(c3ccccc3)CC2)c(OC)c1OC | 7.4 | 1 | -2.8 | 1491 | -3.9 | -10.2 | 2.4 | 1 | 1.9 | -3.3

Compound profiles, as listed above.
Cc1cccc(NC(=S)N2CCC(C(N)=O)(N3CCCCC3)CC2)c1C is entered as PPARg SRC-2 ag: -6.4; bIAP activator: 1; PPARg SRC-3 ag: -1.9; SRC2 TRFRET art: 1531; TNAP inh hiacc: -6.4; TNAP inh no acc: -13.8; PPARg SRC1 recr: 4.1; TNAP act hi DEA: 1.1; HMGR II inh: 0.4; bIAP inhibitor: 1.0
COc1ccc(-c2cc(=O)oc3c(C)c(OC(=O)c4cccs4)ccc23)cc1 is entered as PPARg SRC-2 ag: 9.7; bIAP activator: 0.9; PPARg SRC-3 ag: -0.9; SRC2 TRFRET art: 1685; TNAP inh hiacc: -2.6; TNAP inh no acc: -10.0; PPARg SRC1 recr: 1.1; TNAP act hi DEA: 1; HMGR II inh: 5.0; bIAP inhibitor: 6.3

Further entries.
SMILES | PPARg SRC-2 ag | bIAP activator | PPARg SRC-3 ag | SRC2 TRFRET art | TNAP inh hiacc | TNAP inh no acc | PPARg SRC1 recr | TNAP act hi DEA | HMGR II inh | bIAP inhibitor
S=C(Nc1ccccc1Cl)N1CCCCCC1 | 7.2 | 1 | 2.4 | 1551 | -5.1 | -3.4 | -0.4 | 1.1 | 3.6 | -0.5
COCCN(C)C(=O)CC1C(=O)NCCN1CC(c1ccccc1)c1ccccc1 (stereo not drawn) | 14.5 | 1 | 4.2 | 1544 | 0.5 | -1.6 | 3.1 | 1 | 1.7 | 2.6
CCN1CCN(C(=O)c2cc3c(=O)n4ccccc4nc3n2Cc2ccccc2)CC1 | x | 1.1 | x | x | -5.1 | -20.5 | x | 1.1 | x | -5.0
O=C(CSc1ccc(Cl)cc1)OCc1nnc(-c2ccccc2)o1 | -6.2 | 1 | -7.2 | 1355 | 0.2 | -0.2 | -4.6 | 1 | -0.7 | 1.2
CNc1nnc(CSc2nc3ccccc3s2)s1 | 8.7 | 0.9 | 12.3 | 1505 | -0.3 | -13.6 | -2.9 | 1 | -1.8 | 9.6
Cc1ccc(NC(=O)c2c(O)c3ccccc3n(C)c2=O)nc1 | 0.2 | 1 | 0.4 | 1596 | -8.3 | -5.9 | 2.6 | 1.1 | -0.5 | -1.3
CCN(CC)c1ccc(NC(=S)Nc2ccc(F)cc2)cc1 | 5.8 | 0.8 | -0.5 | 1637 | -0.6 | -4.5 | 1.7 | 1 | -0.3 | 21.2
C=CCn1c(SCn2nnc3ccccc3c2=O)nnc1-c1ccc(F)cc1 | 5.1 | 0.9 | 0.2 | 1651 | -8.6 | -11.1 | 8.2 | 1.1 | -4.7 | 6.7
CC(=O)C1=C(C)OC(N)=C(C#N)C1c1ccncc1 (stereo not drawn) | 4.8 | 0.9 | 3.1 | 1539 | 2.3 | -9.5 | 0.8 | 1 | -3.2 | 5.3
Cc1cc(=O)[nH]c(SCCCOc2ccc(F)cc2)n1 | 12.0 | 1 | -6.7 | 1455 | 0.1 | -8.7 | -0.3 | 1 | -8.0 | 3.8
COc1ccc(C2c3c(ccc4ccccc34)Oc3ncn4nc(CO/N=C/c5ccccc5)nc4c32)cc1 (stereo not drawn) | 4.7 | 0.8 | 3.7 | 1783 | -7.7 | -13.2 | 5.3 | 1.1 | 1.8 | 17.0
COC(=O)c1ccc(NCC(=O)N2CCCCCC2)cc1 | 3.6 | 0.8 | -6.8 | 1537 | 0.1 | -3.9 | 4.4 | 1 | 4.6 | 16.6
CCOC(=O)C1CCN(C(=O)Cn2cccc2C(=O)c2ccccc2)CC1 | -1.6 | 1 | 4.7 | 1581 | 7.6 | -12.3 | 3.8 | 0.9 | -5.7 | -0.9
CS(=O)(=O)N(CCc1ccccc1)CC(=O)N1CCN(Cc2ccc3c(c2)OCO3)CC1 | 20.6 | 1.1 | 8.0 | 1868 | -1.6 | -6.6 | 2.1 | 1 | -3.1 | -8.1
CC1(C)Cc2nc3oc4c(N5CCOCC5)ncnc4c3cc2CO1 | -1.9 | 1 | 0.4 | 1590 | 0.3 | -3.0 | -4.9 | 1 | -2.2 | 1.2
O=C(Cc1ccc(Br)cc1)c1ccc(O)cc1O | -1.8 | 0.9 | 3.8 | 1698 | -1.4 | -6.8 | 0.5 | 1 | -2.2 | 8.1
Cc1cc(OC(=O)c2ccc(S(=O)(=O)N(C)C)cc2)c([N+](=O)[O-])c(=O)[nH]1 | 7.9 | 0.9 | -0.3 | 1592 | 0.1 | -8.5 | 4.6 | 1 | -4.1 | 5.8
CN1CCC(N(C)C(=O)c2ccccc2Nc2ccc(SC(F)F)cc2)CC1 | 1.6 | 1 | 4.7 | 1647 | -1.3 | 3.3 | 0.2 | 1 | -0.7 | -2.7
CCCCn1cnc2c(sc3nc4c(cc32)CSC(C)(C)C4)c1=O | 8.4 | 1 | 3.9 | 1615 | -0.9 | -18.4 | 6.3 | 1 | 1.3 | 1.6
c1ccc(CNc2nc3ccccc3n3cnnc23)cc1 | 2.8 | 0.9 | -9.3 | 1625 | -2.8 | -12.5 | 1.2 | 1 | -1.4 | 9.7
CCOc1ccc(C2C(C(=O)Nc3ccccc3)=C(C)N=c3s/c(=C/c4cccc(OCC(=O)O)c4)c(=O)n32)cc1 (stereo not drawn) | 5.2 | 1.1 | 5.2 | 1433 | 0.0 | -2.9 | 6.7 | 1 | -2.9 | -13.8
COc1cccc(NC(=O)C(=O)NCCCn2ccnc2)c1 | 8.4 | 1 | 2.6 | 1679 | 2.2 | 3.1 | 7.1 | 1 | -4.8 | 2.7
COc1ccc(C2CCCN2C(=S)Nc2cccc(Cl)c2C)cc1OC (stereo not drawn) | -5.4 | 1 | -1.2 | 1561 | -2.8 | -3.0 | 5.1 | 1 | 2.8 | 4.8
CCC(C)n1c(C)nc2c(c1=O)c1nc3ccccc3nc1n2-c1ccc2c(c1)OCCO2 (stereo not drawn) | x | 0.9 | x | x | -3.4 | 6.4 | x | 1 | x | 6.9
CCOCCn1c(N(C)Cc2ccccc2)nc2c1c(=O)[nH]c(=O)n2C | 6.0 | 1 | -3.9 | 1530 | -6.3 | -4.3 | 9.2 | 1.1 | 1.4 | -2.0
O=C(Nc1nccs1)C1CCN(S(=O)(=O)c2ccc3c(c2)OCCCO3)CC1 | -1.7 | 1 | -1.5 | 1634 | -4.1 | -4.9 | 5.3 | 1 | -7.5 | 0.2
O=C(COC(=O)c1ccncc1)NC(=O)C1CCCCC1 | 0.9 | 1 | -11.5 | 1411 | -0.2 | -8.5 | 1.6 | 1 | -9.9 | 4.0
O=C(CSc1ccc(Cl)cc1)Nc1ccccc1N1CCN(C(=O)c2ccccc2)CC1 | 9.6 | 1 | 22.2 | 1455 | -0.9 | -6.1 | 3.3 | 1 | -1.6 | 2.0
O=C(CC12CC3CC(CC(C3)C1)C2)N1CCN(S(=O)(=O)c2cccs2)CC1 | 3.0 | 1.3 | 1.2 | 1583 | -1.2 | -9.1 | -0.5 | 1 | -2.7 | -32.7
CCOC(=O)c1sc(=S)n(-c2ccc(Cl)cc2)c1SC | 15.0 | 1 | 2.6 | 1906 | -5.0 | -8.6 | 3.3 | 1.1 | -0.7 | 0.1
COC(=O)CCSCC(=O)N1N=C(c2ccc(Br)cc2)CC1c1cccc(OC)c1OC (stereo not drawn) | 13.7 | 1.1 | 7.0 | 1821 | -3.1 | -7.5 | 14.6 | 1 | 0.7 | -5.5
CCC1(C(=O)c2ccccc2)C2c3cc(Br)ccc3OC(=O)C21C(=O)N1CCOCC1 (stereo not drawn) | 1.0 | 1 | -8.8 | 1477 | -3.0 | -4.3 | -6.0 | 1 | -0.8 | -4.3
Nc1nnc(SCC(=O)c2cccc([N+](=O)[O-])c2)s1 | 11.1 | 0.8 | 5.4 | 1640 | -3.4 | -7.2 | 5.5 | 1 | -1.5 | 20.5

Screening data: PubChem, several laboratories
